# Source: PubChem
# Mtb FBA inh: inhibits M. tuberculosis FBA enzyme; P9WQA3; purified M. tuberculosis FBA, fluorescence read-out; inhibition, % at 1 µM; 360,000 compounds, 2.3% hits; AID 588726; in the data active = inhibition above about 27%;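 note: 0% = vehicle and 100% = reference inhibitor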
# Target sequence (P9WQA3 whole entry, looked up): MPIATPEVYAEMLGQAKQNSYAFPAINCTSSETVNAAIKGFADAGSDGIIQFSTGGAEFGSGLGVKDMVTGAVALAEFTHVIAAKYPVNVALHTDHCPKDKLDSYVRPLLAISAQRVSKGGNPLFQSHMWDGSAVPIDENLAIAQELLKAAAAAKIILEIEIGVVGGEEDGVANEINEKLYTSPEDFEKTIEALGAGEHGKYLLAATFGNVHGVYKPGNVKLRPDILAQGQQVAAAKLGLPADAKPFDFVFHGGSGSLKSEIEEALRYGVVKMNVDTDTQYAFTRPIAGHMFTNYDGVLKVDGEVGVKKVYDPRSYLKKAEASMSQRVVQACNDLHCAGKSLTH
# Anthrax LF inh2: inhibitors of Bacillus anthracis lethal factor protease. P15917. multiplex microsphere protease cleavage assay, LF. inhibition, % at 10 µM. 360,000 compounds, 0.12% hits. AID 588501; note: plate controls were buffer without enzyme for full effect and enzyme alone for no effect
# BoNT F protease: inhibitors of Botulinum neurotoxin F light chain protease; inhibition, % at 10 µM; 360,000 compounds, 0.22% hits; Multiplex microsphere protease cleavage assay, flow cytometry; in the data active = inhibition above about 35%, passing the limit was not always enough; inconclusive = no clear call, values can overlap the other calls; note: plate controls were buffer without enzyme for full effect and enzyme alone for no effect
# Mtb UGM inh: Mtb UDP-galactopyranose mutase inhibition | purified UGM, fluorescence polarization probe displacement | inhibition, % at 10 µM | 320,000 compounds, 0.06% hits; in the data active = inhibition above about 10%, passing the limit was not always enough; inconclusive = no clear call, values can overlap the other calls
# Target sequence (P9WIQ1 whole entry, looked up): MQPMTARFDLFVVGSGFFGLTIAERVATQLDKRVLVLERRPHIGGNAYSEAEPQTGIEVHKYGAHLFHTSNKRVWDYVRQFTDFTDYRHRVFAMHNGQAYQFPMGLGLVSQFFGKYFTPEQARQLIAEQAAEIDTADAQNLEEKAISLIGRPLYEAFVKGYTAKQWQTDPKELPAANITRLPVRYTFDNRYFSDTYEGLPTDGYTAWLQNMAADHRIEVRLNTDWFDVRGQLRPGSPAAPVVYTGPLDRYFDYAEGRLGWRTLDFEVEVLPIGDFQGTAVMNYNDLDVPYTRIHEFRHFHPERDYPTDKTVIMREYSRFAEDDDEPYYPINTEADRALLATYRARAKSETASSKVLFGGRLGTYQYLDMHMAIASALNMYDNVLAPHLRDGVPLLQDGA
# GDH-TPI counter: counter-screen for M. tuberculosis FBA inhibitors: GDH-TPI coupled enzymes. GDH-TPI coupled enzyme counterscreen, NADH absorbance. inhibition, % at 4.8 µM. 360,000 compounds, 1.2% hits; in the data active = inhibition above about 30%;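 note: 0% = DMSO wells and 100% = wells lacking the enzyme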
# FadD28 FP inh: inhibitors of Mycobacterium tuberculosis FadD28 bisubstrate binding. FadD28 bisubstrate probe binding, fluorescence polarization. 360,000 compounds, 0.22% hits. inhibition, % at 12.5 µM; in the data active = inhibition above about 8.5%, passing the limit was not always enough; inconclusive = no clear call, values can overlap the other calls
# BoNT A protease: blocks Botulinum neurotoxin A light chain protease; multiplex microsphere protease substrate cleavage, flow cytometry; inhibition, % at 10 µM; 360,000 compounds, 0.17% hits; AID 588499; note: plate controls were buffer without enzyme for full effect and enzyme alone for no effect
# BioA inh: BioA (M. tuberculosis) enzyme inhibition | purified M. tuberculosis BioA enzyme, plate reader | inhibition, % at 9.99 µM | 360,000 compounds, 0.096% hits | AID 602481; in the data active = inhibition above about 40%; inconclusive = no clear call, values can overlap the other calls
# PfHsp40 rescue: restores yeast growth despite PfHsp40 toxicity. S. cerevisiae expressing PfHsp40, growth rescue, ATP luminescence. growth rescue, % at 12.5 µM. 340,000 compounds, 0.68% hits; in the data active = growth rescue above about 28%, passing the limit was not always enough; inconclusive = no clear call, values can overlap the other calls;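 note: yeast W303a lacking pdr1 and pdr3 grown in galactose medium; growth measured after three days at 30 °C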
# Numbers without * were called inactive; ? = inconclusive; · = no result given. Cut-off read from the data, not from the text of the source, unless noted: active = inhibition above about 30%; inconclusive = no clear call, values can overlap the other calls; inactive = below that.
nr	mol	PfHsp40 rescue	BoNT A protease	FadD28 FP inh	BoNT F protease	Mtb UGM inh	GDH-TPI counter	Anthrax LF inh2	Mtb FBA inh	BioA inh
1	O=C1OCCC1=Cc1ccccc1	0.8	0.0	-2.7	-4	·	-2	-8	-1	·
2	O=C(NCCNc1ccc([N+](=O)[O-])cc1Cl)c1ccccc1F	-0.9	-0.9	-2.3	-3	-0.8	20	5	-3	-0.3
3	NS(=O)(=O)c1ccc(Nc2ccccc2)c([N+](=O)[O-])c1	0.1	-3.4	-1.9	12	-2.3	17	11	-5	·
4	CC(C)Oc1ccc(CNS(=O)(=O)c2csc(C(N)=O)c2)cc1	-0.4	1.0	0.4	1	-1.7	7	-2	-2	·
5	Cc1cccc(/C(N)=N/OC(=O)N2CCOCC2)c1	2.2	-0.8	-2.1	-3	3.0	-2	-3	1	-1.3
6	Nc1cc(OC(=O)c2ccc(F)cc2)nn1S(=O)(=O)c1ccccc1	-0.4	-1.5	?	-4	2.4	-7	-3	-5	11
7	O=C(O)c1ccc(Cl)cc1NC(=O)C1CCN(S(=O)(=O)c2cccs2)CC1	·	-0.4	-2.7	-2	·	4	2	5	2.8
8	O=C1c2c(O)cc(O)cc2O[C@@]12c1c(cc(O)c3c1O[C@H](c1ccc(O)cc1)[C@@H](O)C3)O[C@@H]2c1ccc(O)cc1	1.0	-0.3	-2.9	-2	-1.8	36*	-8	6	-2.7
9	C=CCS(=O)(=O)N1CCCC(N(C)CCc2ccc(OC)c(OC)c2)C1 (stereo unspecified)	-1.1	-2.0	0.1	-26	-2.2	2	-5	2	3.7
10	Cc1sc2ncn(CC(=O)Nc3c(F)cccc3F)c(=O)c2c1S(=O)(=O)N1CCC(C)CC1	-0.3	-0.5	-0.7	-2	-1.0	-4	-7	-2	·
11	CCOC(=O)C1(Cc2ccccc2C(F)(F)F)CCN(C2CCN(C(C)C)CC2)CC1	-1.2	-0.5	-0.2	2	0.7	-2	5	-1	·
12	COC(=O)c1ccc(CSc2nc3c(c(=O)n2-c2ccccc2)SCC3)o1	-0.7	1.4	-2.3	-5	-1.0	10	-2	3	38
13	CC(OC(=O)CN1C(=O)c2ccccc2C1=O)C(=O)NC1CCCCC1 (stereo unspecified)	-1.1	-3.2	-2.0	-3	-5.1	6	0	5	-1.6
14	Cn1c(SCC(=O)Nc2ccc(F)cc2)nnc1-c1cccnc1	-0.7	0.2	-2.0	4	1.3	4	1	0	3.2
15	CCCCN(CC)C(=O)Cn1c(=O)sc2ccccc21	-0.6	0.6	-1.6	8	-0.7	11	-1	-1	2.2
16	Cc1ccc(C(CC(=O)N2CCOCC2)c2ccco2)cc1 (stereo unspecified)	-0.1	1.4	2.0	-1	-2.1	1	-2	5	0.7
17	O=C(NCCc1ccc(Cl)cc1)C1CCC(=O)N1Cc1ccccc1Cl (stereo unspecified)	0.4	0.6	-0.4	1	-0.6	4	-6	3	·
18	Cc1nc(S(=O)(=O)Cc2ccccc2Cl)nc2c1CCC2	-0.9	-3.2	-0.5	-12	-2.6	-5	-9	3	·
19	O=C(CN1CCN(S(=O)(=O)c2cccc(F)c2)CC1)Nc1ccnn1C1CCCC1	-0.8	-0.4	-0.7	-4	-0.1	8	5	0	·
20	O=C(CNC(=O)c1ccccc1)OCc1nc2ccccc2s1	-1.5	-0.1	-3.6	-5	-1.4	-4	2	-2	·
21	Cc1cc(-c2ccc(S(=O)(=O)N3CCN(c4ccc(F)cc4)CC3)s2)on1	-1.0	1.1	-0.7	3	1.7	9	0	2	-5.2
22	CN(C(=O)COc1cc(C(F)(F)F)nn1C)c1ccccc1	-1.0	-0.1	-3.5	-3	0.9	-2	-5	0	·
23	O=C(NC1CCCCC1)/C(=N\O)c1ccccn1	-1.6	-2.1	0.9	-6	6.7	6	-3	1	·
24	COc1ccc(NC(=O)Cc2nnc(SCC(=O)Nc3ccc(F)cc3)n2C)cc1	0.6	0.8	1.1	6	-1.8	5	6	5	-5.6
25	Cc1ccc(Sc2nc([N+](=O)[O-])nn2C)cc1	0.1	0.4	-0.4	-2	0.4	-2	1	-8	9.0
26	O=C(CCCOc1ccc(Cl)cc1)NC1CCCCC1	-0.6	-0.3	0.3	4	-2.9	0	-14	2	-2.1
27	COc1ccc(NC(=O)CC2SC(N3CCCC3)=NC2=O)cc1Cl (stereo unspecified)	-0.8	0.5	-3.6	2	1.3	2	0	1	-0.5
28	Cc1cc2c(=O)n(C)c(SCC(=O)NC3CCCC3)nc2s1	0.4	?	-2.0	?	·	2	?	-2	0.2
29	CC(=O)c1ccc(NC(=O)CSCC(=O)Nc2ccc3ccccc3c2)cc1	0.9	-0.5	-4.2	-16	1.0	3	-2	0	-0.7
30	CCn1c(C)nnc1SCC(=O)Nc1ccc(Cl)cc1	1.3	-1.4	-2.4	8	-0.6	1	-6	0	-0.4
31	CCC(=O)c1cccc2c1N=CC1=C(CC(C)(C)CC1=O)N2	-0.1	2.4	0.2	1	-2.5	12	6	1	-0.2
32	CC(Nn1cnnc1)c1cc(Cl)ccc1O (stereo unspecified)	-1.8	0.0	-2.0	-4	-2.2	11	0	1	·
33	Cc1c(CCC(=O)N2CCC(C(=O)O)(c3ccccc3)CC2)c(=O)oc2cc3oc4c(c3cc12)CCCC4	0.1	-0.7	-3.1	2	1.9	-5	-6	11	0.3
34	CC(C)(C)NC(=O)COc1ccc(S(=O)(=O)N2CCCC2)cc1	-0.2	-1.7	0.2	-3	-0.2	-4	-7	2	9.1
35	COC(=O)[C@@H](NCc1ccc(OC)c(B(O)O)c1)C(C)C	-1.6	-1.1	-0.3	-5	·	3	2	0	1.5
36	O=C(COC(=O)/C=C/c1cccc(C(F)(F)F)c1)NC(=O)NCc1ccccc1	-0.3	3.2	-1.5	9	·	7	-3	-2	0.0
37	Cc1ccccc1OCCC(=O)Nc1ccc(Cl)cc1F	2.1	-0.6	-1.3	-2	1.9	3	-2	1	-0.1
38	Cc1ccc(C)c(NC(=O)C2C3C=CC(O3)C2C(=O)O)c1 (stereo unspecified)	-0.1	-1.7	-0.4	?	1.6	2	25	-4	2.0
39	Cc1noc(C)c1COc1ccc(C(=O)OCC(=O)N2CC(=O)Nc3ccccc32)cc1	0.4	-3.9	-2.4	-35	-2.0	11	-2	5	3.1
40	CCc1nc(NCc2cccs2)c2nnn(Cc3ccccc3)c2n1	·	-0.5	-2.0	-5	·	11	2	-1	-1.3
41	COc1ccc(OCc2cc(C(=O)NCC(C)(C)N3CCOCC3)no2)c(Cl)c1	-1.4	4.9	-1.0	14	2.6	2	-2	2	-0.8
42	CN(CC(=O)Nc1cccc(F)c1)C(=O)COc1cccc2c1OC(C)(C)C2	0.8	1.3	-3.9	3	1.7	7	-1	-3	7.4
43	COc1cc(C(=S)N2CCCCC2)ccc1O	0.5	-0.4	0.1	-8	-2.3	11	-4	0	·
44	Brc1ccc(-c2nnc3sc(CNCc4ccc5c(c4)OCO5)cn23)cc1	-0.2	-1.3	-1.3	-6	-6.9	12	-2	3	-0.9
45	Cc1ccnc(NC(=O)CCC(=O)N(CC(=O)NCc2ccc(F)cc2)Cc2ccccc2)c1	0.2	0.6	-1.7	2	-2.4	-1	-1	-1	-1.8
46	COc1ccc(/C=N/NC(=O)c2cccc(NC(=O)c3ccccc3Cl)c2)cc1	-0.6	-0.8	·	6	6.2	10	0	2	0.8
47	CCN(CC(=O)Nc1cccc(C(C)=O)c1)S(=O)(=O)c1ccccc1	-1.4	-0.2	-0.9	10	-0.3	1	1	1	-1.2
48	COCCN1C(=O)/C(=C/c2ccc(Oc3ccc([N+](=O)[O-])cn3)c(OC)c2)SC1=Nc1ccccc1	-1.1	0.3	-1.5	-8	0.1	2	2	2	-2.3
49	Cc1oc(-c2ccccc2Cl)nc1CSCC(=O)N1CCCC1	-0.6	0.9	-3.6	4	-1.3	2	1	1	3.0
50	CC(NC(=O)CCN1C(=O)c2ccccc2S1(=O)=O)c1ccccc1 (stereo unspecified)	-0.4	-0.2	-2.9	-12	-2.1	-9	-4	2	-0.8
51	Oc1ccc(/C=N/NC(=S)NCC2CCCO2)cc1 (stereo unspecified)	0.8	0.4	0.0	13	-1.9	27	1	-1	-2.0
52	COc1ccc(C2=NS(=O)(=O)N(C)C(C(=O)NC3CCCC3)=C2)cc1	-0.8	0.9	1.2	-8	2.5	22	4	6	0.0
53	COc1cccc2c1cc1c(=O)n(CC(=O)NCCCN3CCN(C)CC3)nc(C)n12	-0.3	-0.6	0.9	3	-0.4	14	-3	102*	-0.3
54	O=C(Nc1ccc(Cl)cc1)Nc1ccc(C(=O)N2CCOCC2)cc1	-0.9	?	-2.9	?	-6.6	-1	-8	-1	-0.9
55	O=C(NNC(=S)Nc1ccccc1C(F)(F)F)c1cccnc1	-1.2	-0.5	-1.3	2	0.4	9	0	-3	·
56	COc1ccc(N(C(=O)Cn2nnc(-c3ccc(F)cc3)n2)C(C)C(=O)NC2CCCC2)cc1OC (stereo unspecified)	-1.1	0.5	·	5	-3.9	-3	0	1	-0.6

# A second format for part of the listing above.
52: COc1ccc(C2=NS(=O)(=O)N(C)C(C(=O)NC3CCCC3)=C2)cc1
53: COc1cccc2c1cc1c(=O)n(CC(=O)NCCCN3CCN(C)CC3)nc(C)n12
54: O=C(Nc1ccc(Cl)cc1)Nc1ccc(C(=O)N2CCOCC2)cc1
55: O=C(NNC(=S)Nc1ccccc1C(F)(F)F)c1cccnc1

Compound | 52 | 53 | 54 | 55
PfHsp40 rescue | -0.8 | -0.3 | -0.9 | -1.2
BoNT A protease | 0.9 | -0.6 | ? | -0.5
FadD28 FP inh | 1.2 | 0.9 | -2.9 | -1.3
BoNT F protease | -8 | 3 | ? | 2
Mtb UGM inh | 2.5 | -0.4 | -6.6 | 0.4
GDH-TPI counter | 22 | 14 | -1 | 9
Anthrax LF inh2 | 4 | -3 | -8 | 0
Mtb FBA inh | 6 | 102* | -1 | -3
BioA inh | 0.0 | -0.3 | -0.9 | ·

# Carrying on:
nr	mol	PfHsp40 rescue	BoNT A protease	FadD28 FP inh	BoNT F protease	Mtb UGM inh	GDH-TPI counter	Anthrax LF inh2	Mtb FBA inh	BioA inh
57	COc1ccc(C(=O)/C=C/c2ccc(OC)cc2OC)c(O)c1	1.1	0.2	-0.3	0	1.6	-1	2	1	0.4
58	O=C(O)C1C2C=CC(C3CC23)C1C(=O)N1CCc2ccccc21 (stereo unspecified)	-1.8	1.0	-0.7	-3	-2.2	13	1	2	-0.4
59	O=C(Oc1ccc(N2C(=O)C3C4CCC(C4)C3C2=O)cc1)c1ccco1 (stereo unspecified)	1.0	-0.1	-2.1	8	-0.9	-6	0	1	-0.8
60	CCCC(c1nnnn1C(C)(C)C)N1CCN(Cc2ccccc2)CC1 (stereo unspecified)	0.1	-0.1	-0.2	3	-2.5	-4	-4	-1	0.3
61	CCN(CC(=O)Nc1c(F)cccc1F)C(=O)c1cnc(C)cn1	-1.0	4.1	0.7	11	0.2	-4	3	3	-1.1
62	CC(=O)c1c[nH]c(C(=O)NC2CCCCCC2)c1	-0.8	-2.8	2.4	-12	0.2	-2	-4	-4	6.2
63	O=C(Nc1ccc2c(c1)OCO2)c1ccc(Cl)cc1Cl	1.5	-0.5	-2.5	-10	2.5	0	-1	-2	0.4
64	NC(=O)c1c(NC(=O)c2cccnc2)sc2c1CCCCC2	3.3	1.5	-1.1	-16	2.5	8	-1	2	-0.2
65	COc1ccc(-n2c(Cc3cccn3C)nnc2SCC(=O)N2CCCC2)cc1	0.4	-0.5	-0.4	-7	1.6	14	2	5	9.1
66	Cc1cc2c(cc1C)C(=O)CCC2	·	-0.2	-2.7	-10	·	6	-6	0	-0.5
67	Cc1cc(C)nc(NC(=O)c2ccc(OC(C)C)cc2)n1	1.6	-0.3	-0.8	-5	0.3	7	1	-3	-2.1
68	CCn1ncc(Br)c1C(=O)NC1CCCCCCC1	-1.3	0.9	·	11	-1.4	-2	-1	1	-0.1
69	CCCNC(=O)C1(C)CCCN(C(=O)c2cccc(C#N)c2)C1 (stereo unspecified)	·	-0.3	1.2	2	·	0	-8	-1	-0.5
70	CCCN(CCC)C(C(=O)Nc1cccc(OC)c1)c1ccccc1 (stereo unspecified)	-1.3	1.9	-5.0	3	2.7	-2	-4	-1	-1.5
